Screens as filed in PubChem.
Rhodamine fluor = qHTS Assay for Spectroscopic Profiling in Rhodamine Spectral Region | Rhodamine-region fluorescence, 547/598 nm, Tris buffer; stronger effect = higher value | max dye-equivalent concentration, M | 0.05% of 59,000 active | AID 594, 2007; in the data active means max dye-equivalent concentration above about 11 nM; inconclusive means between about 1.1 nM and that limit
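Steps: pin-transfer compounds into pH 8.0 Tris (100 mM), hold 15 min at room temperature, image with a 547/598 nm filter pair, and convert intensities to rhodamine-equivalent concentration using a six-point on-plate rhodamine series.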
HADH2 inhib = qHTS Assay for Inhibitors of HADH2 (Hydroxyacyl-Coenzyme A Dehydrogenase, Type II); Potency, µM (top dose mostly 57.1 µM), for inactives: top-dose activity change, negative = inhibition, hits mostly inhibitors; recombinant HADH2, NADH fluorescence, beta-hydroxybutyryl-CoA; 3.4% of 73,000 active; 3-hydroxyacyl-CoA dehydrogenase type-2 (Homo sapiens), Q99714; AID 886, 2007; further: potency means the concentration at half of the fitted maximal effect; on the % scale 0 is the no-effect control and ±100 the full control effect; nearly all actives have a fitted effect of over 60% in size; many of its hits are not listed in these tables
Target sequence (Q99714 whole entry, looked up, one chain of several): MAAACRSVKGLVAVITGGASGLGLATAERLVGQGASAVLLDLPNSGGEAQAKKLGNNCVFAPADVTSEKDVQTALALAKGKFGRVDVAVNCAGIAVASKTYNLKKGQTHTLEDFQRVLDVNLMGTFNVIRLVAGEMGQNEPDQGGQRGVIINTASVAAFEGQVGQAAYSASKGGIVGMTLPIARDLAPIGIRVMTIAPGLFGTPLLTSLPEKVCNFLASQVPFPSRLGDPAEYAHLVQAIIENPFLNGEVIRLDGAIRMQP
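NADH fluorescence (ex 360/em 450 nm) read every 30 s for 4 min; activity taken as last-minus-first time point difference. Enzyme 20 nM, NAD+ 1 mM, beta-hydroxybutyryl-CoA 90 uM, pH 9.0 Tris buffer.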
4-MU autofl = qHTS Assay for Spectroscopic Profiling in 4-MU Spectral Region | AID 589, 2007 | 11% of 59,000 active | max dye-equivalent concentration, M | compound autofluorescence, 340/450 nm, 4-MU equivalents; stronger effect = higher value; in the data active means max dye-equivalent concentration above about 10 nM; inconclusive means mostly about 1.1 nM to 9.6 nM
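Intrinsic fluorescence at 340/450 nm (ex/em) was read after 15 min at room temperature in pH 8.0, 100 mM Tris. Each compound concentration expressed as 4-MU-equivalent concentration from a six-point 4-MU standard series on each plate.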
UbGFP stabilizer = Ubiquitin-GFP Assay. Ubiquitin-GFP reporter cells, proteasome inhibition, GFP fluorescence; response scale: untreated = 0%, 10 µM MG-132 = 100%. Potency, µM (doses to about 45.9 µM), for inactives: top-dose activation (GFP accumulation), usual class: activators. 67,000 tested, under 10 active. AID 526, 2006; active means well fitted activation curve with a large enough effect, not every such curve was filed as active; inconclusive means small, poorly fitted or top-dose-only effect, or another doubt; inactive means no such curve, though single readings can be large or run the other way; further: potency means the concentration at half of the fitted maximal effect
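U2OS cells stably expressing ubiquitin(G76V)-GFP, seeded overnight in 0.5% FBS medium, were exposed to compounds (qHTS, 46 uM to 2.9 nM) for 4 hr at 37 °C. GFP-positive cells were counted by laser cytometry (488 ex/515 em), normalized between basal and 10 uM MG-132.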
GFP derepression = qHTS Assay for Epigenetic Modulators; Potency, µM (top dose mostly 46.1 µM), for inactives: top-dose GFP derepression (activation); mouse C127i GFP locus derepression, cytometry, 30 h; 0.09% of 68,000 active; further: % of control where 0% means no effect
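Derepression screen: silenced CMV-GFP reporter in murine C127i cells, 30 h compound incubation at 37 C, washed cells imaged by laser-scanning cytometer to enumerate GFP-expressing objects of 20 to 120 um.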
Fluorescein autfl = qHTS Assay for Spectroscopic Profiling in Fluorescein Spectral Region | max fluorescein-equivalent concentration, M | 0.91% of 59,000 active | Compound autofluorescence, 480/540 nm, fluorescein-equivalent; stronger effect = higher value | AID 593, 2007; in the data active means max fluorescein-equivalent concentration above about 10 nM; inconclusive means between about 1.1 nM and that limit
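Values reflect compound autofluorescence, normalized to fluorescein on the same plate and reported at each tested concentration. Conditions: 100 mM Tris pH 8.0, room temperature, 15 min, excitation 480 nm, emission 540 nm.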
Texas Red fluor = qHTS Assay for Spectroscopic Profiling in Texas Red Spectral Region; max dye-equivalent concentration, M; 0.06% of 59,000 active; Compound fluorescence, Texas Red channel, 547/618 nm; stronger effect = higher value; in the data active means max dye-equivalent concentration above about 10 nM; inconclusive means between about 1.1 nM and that limit
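qHTS profiling of intrinsic compound fluorescence; 100 mM Tris pH 8.0; 15 min RT; ex 547 / em 618 nm; response expressed as Texas Red dye-equivalent concentration from six-point plate standard.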
Hsp90 Hop PPI = qHTS Assay for Disrupters of an Hsp90 Co-Chaperone Interaction | Hsp90 C-terminal peptide / TPR2A (Hop) interaction, human | AlphaScreen TPR2A-His6 binding biotin-Hsp90 C-terminal peptide | Potency, µM (highest dose often 57 µM), for the others: top-dose activity change, negative = inhibition | 0.44% of 71,000 active | AID 595, 2007; active means well fitted curve in either direction with a large enough effect; inconclusive means small, poorly fitted or top-dose-only effect, or another doubt; further: potency means the concentration at half of the fitted maximal effect; on the % scale 0 is the no-effect control and ±100 the full control effect; many of its hits are not listed in these tables
Pol III holo inh = qHTS Assay for Inhibitors of DNA Polymerase III Holoenzyme System | AID 603, 2007 | Potency, µM (series often up to 57.1 µM), for the others: at the highest dose activity change, negative = inhibition | reconstituted DNA polymerase III holoenzyme replication, biochemical | 0.25% of 71,000 active; further: potency means the concentration at half of the fitted maximal effect; on the % scale 0 is the no-effect control and ±100 the full control effect
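Reconstituted *E. coli* holoenzyme (0.35 nM Pol III, 1 nM beta, 154 nM SSB, 2 nM primase) was preincubated with compound for 15 min at RT. Synthesis on 1.4 nM ssM13Gori ran 35 min, then was stopped with PicoGreen/EDTA and read as dsDNA fluorescence.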
HBB splicing = qHTS Assay for Modulators of Hemoglobin Beta Chain Splicing; AID 925, 2007; HBB splicing reporter cell assay, activation; EGFP reporter with mutant IVS2-654 intron; response scale: normalised to 500 nM splice-correcting PNA; 0.06% of 65,000 active; Potency, µM (series often up to 46.1 µM), for inactives: at the highest dose activation, actives largely listed as activators; further: potency means the concentration at half of the fitted maximal effect; 0% is about no effect
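Compounds were applied for 2 days to HeLa EGFP-654 cells, 500/well in Optimem with 2% FCS. The reporter's EGFP is disrupted by mis-splicing of beta-globin intron IVS2-654. Readout: summed well GFP fluorescence from 488 nm laser scanning; reference was 500 nM antisense […] 654 PNA.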
15-hLO inh = qHTS Assay for Inhibitors of 15-hLO (15-human lipoxygenase); Polyunsaturated fatty acid lipoxygenase ALOX15 (Homo sapiens), P16050; purified 15hLO-1, xylenol orange hydroperoxide absorbance; Potency, µM (top dose mostly 57.1 µM), inactives show at the top dose activity change, negative = inhibition, most hits filed as inhibitors; 1.4% of 74,000 active; AID 887, 2007; further: potency means the concentration at half of the fitted maximal effect; on the % scale 0 is the no-effect control and ±100 the full control effect; nearly all actives have a fitted effect of over 55% in size
Target sequence (P16050 whole entry, looked up): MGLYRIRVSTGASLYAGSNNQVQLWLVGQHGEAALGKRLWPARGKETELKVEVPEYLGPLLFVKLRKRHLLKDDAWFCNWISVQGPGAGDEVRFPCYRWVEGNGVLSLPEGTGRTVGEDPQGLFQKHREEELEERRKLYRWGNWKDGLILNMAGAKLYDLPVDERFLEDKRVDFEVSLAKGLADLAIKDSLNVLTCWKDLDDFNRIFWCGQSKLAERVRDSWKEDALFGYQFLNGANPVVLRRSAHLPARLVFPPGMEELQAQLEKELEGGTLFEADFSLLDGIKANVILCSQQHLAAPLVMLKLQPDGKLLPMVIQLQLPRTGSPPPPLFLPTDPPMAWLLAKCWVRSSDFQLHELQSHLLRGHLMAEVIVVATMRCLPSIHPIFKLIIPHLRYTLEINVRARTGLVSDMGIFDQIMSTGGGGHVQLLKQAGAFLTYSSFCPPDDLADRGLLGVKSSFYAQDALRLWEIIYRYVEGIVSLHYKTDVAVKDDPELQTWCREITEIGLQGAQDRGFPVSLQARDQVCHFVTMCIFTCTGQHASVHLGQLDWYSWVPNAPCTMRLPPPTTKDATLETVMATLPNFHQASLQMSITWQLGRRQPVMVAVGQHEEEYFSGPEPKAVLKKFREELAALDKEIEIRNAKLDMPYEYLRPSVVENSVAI
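Readout: Fe(III)-xylenol orange absorbance, 573-to-405 nm ratio as reaction progress. Enzyme 40 nM purified human 15hLO-1, substrate 50 uM arachidonic acid, 6 min RT after 15 min compound preincubation; Hepes pH 7.5 buffer with Triton X-100.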
An asterisk follows results filed as active; i = inactive; ? = inconclusive; . = no result given; [ ] = remark or other dose. Unless noted, the call rests on the fitted dose curve; in most records, active means well fitted curve in the direction sought with a large enough effect; inconclusive means small, poorly fitted or top-dose-only effect, or another doubt; inactive means no such curve, though single readings can be large; an effect the other way counts as inactive or inconclusive. An excerpt, so the mix of outcomes need not match the whole.

Molecule	Rhodamine fluor	HADH2 inhib	4-MU autofl	UbGFP stabilizer	GFP derepression	Fluorescein autfl	Texas Red fluor	Hsp90 Hop PPI	Pol III holo inh	HBB splicing	15-hLO inh
CC(OC(=O)c1cc2sccc2n1C)C(=O)NCc1ccco1 (stereo unspecified)	i	-1%	i	3%	-1%	i	?	-12%	4%	.	2%
CCOC(=O)N1CCC(NC(=O)c2cc3c(-c4ccc(OC)c(OC)c4)nn(C)c3s2)CC1	i	?	3.8e-08M*	-2%	2%	i	i	?	2%	0.1%	2%
COCc1c(C(=O)OCC(=O)N2c3ccccc3NC(=O)C2(C)C)oc2ccccc12	i	8%	2.2e-08M*	0%	-2%	?	i	-1%	-2%	-2.2%	-7%
O=C(Cc1c(O)c2ccccc2[nH]c1=O)NCc1ccc(F)cc1	i	7%	i	-1%	1%	i	i	?	-9%	0.2%[57.5 µM]	4%
Cc1ccc(-c2nnc(SC(C)C#N)n2N)cc1 (stereo unspecified)	i	1%	i	1%	0%	?	i	-2%	-4%	-0.2%	-5%
Cc1oc(-c2ccc(Cl)cc2)nc1CN1CCCC(C(=O)NCc2cccnc2)C1 (stereo unspecified)	i	7%	i	10%	1%	i	i	-1%	-4%	-1.4%	4%
O=C(c1ncc[nH]1)c1ccccc1C(=O)N1CCOCC1	i	-4%	i	12%	-2%	i	i	-1%	1%	-0.4%	13%
CC1(C)Cc2ccccc2-c2n[nH]c(=S)n21	.	?	.	-8%	0%	.	.	-1%	0%	-0.3%[9.22 µM]	?

Entries of single compounds, quoted from the list. Order of values: Rhodamine fluor, HADH2 inhib, 4-MU autofl, UbGFP stabilizer, GFP derepression, Fluorescein autfl, Texas Red fluor, Hsp90 Hop PPI, Pol III holo inh, HBB splicing, 15-hLO inh
`CCOC(=O)N1CCC(NC(=O)c2cc3c(-c4ccc(OC)c(OC)c4)nn(C)c3s2)CC1` reads i, ?, 3.8e-08M*, -2%, 2%, i, i, ?, 2%, 0.1%, 2%
`Cc1oc(-c2ccc(Cl)cc2)nc1CN1CCCC(C(=O)NCc2cccnc2)C1` (stereo unspecified) reads i, 7%, i, 10%, 1%, i, i, -1%, -4%, -1.4%, 4%
`Cc1ccc(-c2nnc(SC(C)C#N)n2N)cc1` (stereo unspecified) reads i, 1%, i, 1%, 0%, ?, i, -2%, -4%, -0.2%, -5%

Continued.
Molecule	Rhodamine fluor	HADH2 inhib	4-MU autofl	UbGFP stabilizer	GFP derepression	Fluorescein autfl	Texas Red fluor	Hsp90 Hop PPI	Pol III holo inh	HBB splicing	15-hLO inh
COC(=O)CSc1nc2ccc(NC(C)=O)cc2s1	i	-8%	i	0%	3%	?	?	-6%	-4%	1.6%	0%
O=C(NC1CC2CCCC(C1)N2C(=O)NC1CCCCC1)c1ccc(F)cc1 (stereo unspecified)	i	7%	i	1%	1%	i	i	-2%	-6%	.	-4%
Cc1c([C@H]2[C@@H](CC#N)C2(C)C)c2ccccc2n1C	i	.	i	.	3%[20.6 µM]	?	i	.	.	.	.
Cc1ccc(NCc2nnc(SCC(N)=O)n2CCc2ccccc2)cc1	i	4%	i	-2%	2%	i	i	-6%	-1%	.	1%
CCCCOC(=O)Nc1cccc(C(C)=O)c1	.	0%	.	-8%	0%	.	.	0%	-3%	-1.9%	1%
COc1cccc(-c2ccc3ncnc(N4CCOCC4)c3c2)c1	i	-3%	?	4%	0%[9.22 µM]	i	i	-1%	0%	-0.3%	18%
Cc1cc2c(cc1Cl)N(C(=O)Nc1ccnc3ccccc13)CC2	i	16%	?	8%	0%	i	?	-2%	5%	0.3%	3%
Cc1ccccc1-c1nc(CN2CCC(C(=O)NCC3CCCO3)CC2)c(C)o1 (stereo unspecified)	i	24%	i	4%	2%	i	?	0%	1%	1.7%[1.84 µM]	0%

More results.
canonical_smiles | Rhodamine fluor | HADH2 inhib | 4-MU autofl | UbGFP stabilizer | GFP derepression | Fluorescein autfl | Texas Red fluor | Hsp90 Hop PPI | Pol III holo inh | HBB splicing | 15-hLO inh
Cc1cc(NC(=O)c2noc3c2CCCCC3)nn1Cc1ccc(Cl)cc1 | i | 45%[activator] | i | 1% | -2% | i | i | -18% | 0% | 1.9% | -17%
CCN(CC)S(=O)(=O)c1ccc(/C(O)=C2/C(=O)C(=O)N(CCOC)C2c2ccccc2)cc1 (stereo unspecified) | i | -1% | i | -3% | -2% | ? | i | -5% | 3% | 4.4%[57.5 µM] | 23%
CN=C(NC#N)NCCSC[C@H]1N=CN=C1C | i | 5%[25.6 µM] | i | 5%[20.5 µM] | 0%[20.6 µM] | ? | i | -4%[26 µM] | -1%[25.6 µM] | 0.3%[20.6 µM] | 5%[25.6 µM]
CCn1c(SCC(=O)c2cc(C)n(-c3ccc(C(=O)OC)cc3)c2C)nnc1-c1cccnc1 | i | -6% | i | -1% | 0% | i | i | -9% | -8% | -1.2% | -3%
COc1ccc(N(C(=O)c2ccc(Br)o2)C2C=CS(=O)(=O)C2)cc1 (stereo unspecified) | i | 6% | i | 12% | 2% | i | ? | -4% | 5% | -0.2% | 0%
CCOC(=O)C1=C(CS(=O)(=O)c2ccc(F)c(C)c2)NC(=O)NC1c1ccc(O)c(O)c1 (stereo unspecified) | . | ? | . | -6% | . | . | . | -6%[2.3 µM] | -7% | -1.0% | ?
CCCCc1c(O)nc(SCC(=O)N2CCOCC2)[nH]c1=O | i | -17% | i | 5% | 2% | ? | i | -5% | ? | 0.4%[57.5 µM] | 15%
CCOC(=O)Cc1csc(NC(=O)c2cccs2)n1 | i | -24% | i | 5% | 0% | i | i | -3% | 2% | 1.8% | 1%
CCCC(=O)c1cc(F)c(N2CCN(S(=O)(=O)c3ccccc3)CC2)cc1C | . | 20%[11.4 µM] | . | 2%[9.17 µM] | -2% | . | . | ? | -4%[11.4 µM] | 0.1%[0.0738 µM] | 2%[11.4 µM]
COC(=O)C(C)Sc1nc(-c2ccc(OC)cc2)nc2c1c(=O)n(C)c(=O)n2C (stereo unspecified) | i | 11% | 4.1e-08M* | -7% | 0% | i | i | -1% | 1% | 0.7% | 0%
O=C(O)CCC(=O)NCc1ccc2[nH]c3c(c2c1)CCCC3 | . | -7% | . | 21% | . | . | . | -8% | -4% | 0.2% | -12%
CCOC(=O)CCCNC(=O)COc1ccccc1C#N | i | 8% | i | 1% | -2% | ? | i | -7% | 0% | -0.6% | 9%
Cc1cc(NC(=O)COC(=O)C(Nc2ccc(C(F)(F)F)cc2Cl)C(C)C)no1 (stereo unspecified) | i | -9% | i | -1% | 6% | i | ? | 24% | 1% | -0.1%[57.5 µM] | 5%
CN(C)Cc1ccccc1-c1cc(N(C)Cc2ccco2)ncn1 | i | 3% | i | 11% | -3%[9.22 µM] | ? | i | -5% | -4% | 0.4% | -4%
Cc1cc(NC(=O)Nc2cc(C)nn2-c2ccccc2)n(-c2ccccc2)n1 | i | -2% | i | 2% | 1% | ? | i | -5% | -8% | -2.0% | 3%
CCn1c(SCc2nc3ccccc3s2)nnc1-c1cccs1 | i | -13% | i | 3% | 0% | ? | i | -3% | -1% | 0.7% | -13%
COc1ccc(CCNC(=O)CC2Nc3ccccc3NC2=O)cc1OC (stereo unspecified) | i | -5% | 2.4e-08M* | -3% | 11% | i | ? | -4% | -3% | -0.3% | 7%
CN(C)CCN1C(=O)c2oc3ccccc3c(=O)c2C1c1ccc(F)cc1 (stereo unspecified) | i | 6% | i | -2% | 3% | ? | i | -2% | -9% | -2.2%[57.5 µM] | -2%
COc1cc(C2/C(=C(\O)c3ccc4c(c3)CC(C)O4)C(=O)C(=O)N2CCCn2ccnc2)ccc1O (stereo unspecified) | i | -5% | ? | -1% | -4% | ? | i | -6% | -2% | -0.3%[57.5 µM] | 15%
Cc1cc(O)c(C(C)C)cc1NC(=O)Cn1nc(C)c2ccccc2c1=O | i | -6% | i | 3% | 0% | i | i | 3% | -1% | 0.1% | -13%
